# Compound activity deposited in PubChem by several laboratories.
# Vc quorum ag: induces V. cholerae light production without autoinducers. AID 588436. activation, % at 18.7 µM. V. cholerae BH1578 lux reporter, luminescence, 6 h. 0.16% of 350,000 active; in the data active = activation mostly above about 9.7%, no sharp cut-off; inconclusive = no clear call, values can overlap the other calls; inactive = mostly below about 3.7%; also: not every result past the cut was called active; inactives centre near 0; reference of the scale not given here
# PfHsp40 rescue: restores yeast growth despite PfHsp40 toxicity | 0.68% of 340,000 active | AID 504582 | S. cerevisiae expressing PfHsp40, growth rescue, ATP luminescence | growth rescue, % at 12.5 µM; in the data active = growth rescue above about 28%, passing the limit was not always enough; inconclusive = no clear call, values can overlap the other calls;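 also: yeast W303a lacking pdr1 and pdr3 grown in galactose medium; growth measured after three days at 30 °C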
# SARS 3CLpro inh: SARS-CoV 3CLpro protease inhibition; AID 1706; recombinant SARS-CoV 3CLpro, quenched FRET peptide cleavage; inhibition, % at 6 µM; P0C6X7; 0.14% of 290,000 active; in the data active = inhibition above about 12%
# TcdB inh: blocks C. difficile toxin B glycohydrolase activity | P18177 | TcdB glycohydrolase enzymatic assay, plate reader | inhibition, % at 9.99 µM | 0.24% of 350,000 active | AID 652162; in the data active = inhibition above about 10%
# Anthrax LF prot: inhibitors of Bacillus anthracis lethal factor protease; P15917; multiplex microsphere protease cleavage assay, LF; inhibition, % at 10 µM; 0.12% of 360,000 active; in the data active = inhibition above about 30%; inconclusive = no clear call, values can overlap the other calls; also: plate controls were buffer without enzyme for full effect and enzyme alone for no effect
# MazEF act: activators of E. coli MazEF toxin-antitoxin RNase. P0AE70. FAM/BHQ RNA-DNA oligo cleavage fluorescence, 5 h. activation, % at 20 µM. 0.32% of 350,000 active. AID 504720; in the data active = activation above about 50%
# Target sequence (P0AE70 whole entry, looked up): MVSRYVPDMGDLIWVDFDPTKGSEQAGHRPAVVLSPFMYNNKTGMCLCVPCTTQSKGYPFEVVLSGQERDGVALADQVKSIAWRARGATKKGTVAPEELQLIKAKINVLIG
# Rv3671c inh: inhibitors of M. tuberculosis serine protease Rv3671c | inhibition, % at 5.96 µM | 0.048% of 320,000 active; in the data active = inhibition above about 38%;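 also: extracellular domain of Rv3671c used as enzyme; 0% = enzyme with DMSO and 100% = no enzyme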
# Target sequence (P9WHR9 whole entry, looked up, the tested form may be a part): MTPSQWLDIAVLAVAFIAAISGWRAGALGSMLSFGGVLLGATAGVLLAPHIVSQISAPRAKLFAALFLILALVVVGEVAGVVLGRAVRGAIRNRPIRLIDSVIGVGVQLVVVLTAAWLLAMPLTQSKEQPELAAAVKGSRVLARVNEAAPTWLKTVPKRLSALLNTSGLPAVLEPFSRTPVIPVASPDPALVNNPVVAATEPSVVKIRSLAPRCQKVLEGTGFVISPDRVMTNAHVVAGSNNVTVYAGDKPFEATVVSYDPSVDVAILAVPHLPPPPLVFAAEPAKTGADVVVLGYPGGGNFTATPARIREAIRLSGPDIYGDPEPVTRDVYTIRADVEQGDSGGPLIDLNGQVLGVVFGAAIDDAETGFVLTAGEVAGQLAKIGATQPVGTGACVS
# PriA SSB inh: blocks PriA binding to SSB C-terminal tail; AlphaScreen SSBct-PriA binding, biotinylated peptide; inhibition, % at 33 µM; 0.6% of 430,000 active; in the data active = inhibition mostly above about 37%, no sharp cut-off; inactive = mostly below about 20%;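 also: plate controls were negative control peptide for no effect and reference peptide for full effect; strong numbers were not always called active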
# Y pestis TopoI: inhibitors of Yersinia pestis topoisomerase I; activity, % at 10 µM; Y. pestis Topo-I cleavage product accumulation, plate reader; 0.064% of 360,000 active; in the data active = activity above about 50%, passing the limit was not always enough; inconclusive = no clear call, values can overlap the other calls; also: inactives centre near 2
# VHR inh abs: inhibitors of human VHR1 phosphatase (DUSP3); AID 1654; inhibition, % at 13.3 µM; recombinant VHR phosphatase, pNPP absorbance; 0.52% of 290,000 active; in the data active = inhibition above about 50%; also: some compounds called inactive have numbers as strong as hits
# Target sequence (P51452 whole entry, looked up): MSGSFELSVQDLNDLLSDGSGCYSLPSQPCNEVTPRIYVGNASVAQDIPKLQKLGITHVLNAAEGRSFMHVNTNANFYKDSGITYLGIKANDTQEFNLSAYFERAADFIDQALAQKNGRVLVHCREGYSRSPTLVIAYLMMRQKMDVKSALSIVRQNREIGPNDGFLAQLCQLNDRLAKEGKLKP
# Active calls of the source: *; i = inactive; ? = inconclusive; nt = not tested or not shown; & = joins results of further samples. These rows are one share of the data. The share of hits here may be higher or lower than overall.
SMILES,Vc quorum ag,PfHsp40 rescue,SARS 3CLpro inh,TcdB inh,Anthrax LF prot,MazEF act,Rv3671c inh,PriA SSB inh,Y pestis TopoI,VHR inh abs
CCN1CCN(c2ccc(S(=O)(=O)N3CCOCC3)cc2NC(=O)c2ccc(Cl)cc2Cl)CC1,i,-0.3,nt,0.1,-4,1,-4,4,9,nt
O=S(=O)(NN=Cc1ccc(O)cc1O)c1cc(Cl)c(Cl)cc1Cl,i,-0.9,nt,-1.5,-8,-2,nt,-16,3,nt
O=C(Nc1cc(C(F)(F)F)ccc1-n1cncn1)c1ccc(F)cc1Cl,1.2,-1.2,nt,2.4,9,1,2,3,3,nt
CCN(CCO)C(=O)C(c1ccccc1)c1ccccc1,-6.2,-1.5,-1,nt,2,2,7,-8,2,26
COc1cccc(C(=O)NNC(=O)Cc2cccs2)c1,-0.2,1.5,-1,-1.3,-4,-5,1,0,2,10
CCOc1ccc(S(=O)(=O)NCCC(=O)NC2CCC(C)CC2)cc1 (stereo unspecified),-2.0,2.6,nt,1.1,-3,-3,2,2,4,nt
COc1cccc(OC)c1C(=O)Nc1ccc2c(c1)CCCN2S(=O)(=O)c1ccc(C)cc1,-0.3,3.1,5,2.2,1,9,-11,3,32,24
Cc1ccn2cc(CNS(=O)(=O)c3cccs3)nc2c1,0.5,1.2,0,1.0,-2,-1,7,-11,1,9
COC(=O)CC1(C(=O)OC)Oc2ccccc2C(=O)N1c1ccc(F)cc1F (stereo unspecified),-1.3,-1.1,nt,0.5,nt,-1,10,-5,3,nt
COc1ccc(NC(=O)CCCn2nc(C)c3c(C)n(-c4ccccc4)nc3c2=O)cc1,-0.6,0.4,6,0.6,-3,12,-5,1,5,-6
COc1ccc(NC(=O)CSc2nnnn2-c2ccc(OC)cc2)cc1,-0.3,0.0,1,nt,-4,11,-1,-4,-5,19
CC1(C(=O)Nc2ccccc2F)CCN1C(=O)Cc1ccc(-c2ccccc2)cc1 (stereo unspecified),-0.9,nt,nt,0.4,-4,nt,nt,nt,17,nt
O=c1nc(Nc2ccccc2)oc2ccccc12,i,-1.1,0,1.4,0,4,4,-13,3,8
C[C@@H]1CN([C@H](C)CO)S(=O)(=O)c2ccc(Br)cc2O[C@H]1CN(C)C(=O)Nc1ccc(F)cc1,i,nt,nt,0.6&-0.5,3,2,nt,nt,14,nt
CCN(CC)CCC(=O)N1c2ccccc2Sc2ccc(NC(=O)OC)cc21,i,-1.1,4,1.1,-6,-1,nt,11,-6,35
O=C(OCCCc1cc2ccccc2c(=O)o1)c1ccco1,i,-0.5,nt,-0.6,-3,8,-13,-28,7,nt
Cc1nc(-c2ccccn2)nc(SCC(=O)N2CCOCC2)c1Cl,-0.4,14,0,-0.2,nt,4,-3,-5,-5,0
CCn1c(SCC(=O)N2CCc3ccccc32)nc2c(c1=O)SC(C)C2 (stereo unspecified),-0.2,nt,nt,nt,1,4,4,0,6,6
Cc1cccc(S(=O)(=O)N(C)C[C@@H]2OCc3cnnn3CCCC(=O)N([C@@H](C)CO)C[C@@H]2C)c1,-0.5,nt,nt,0.2&-1.0&-0.8,-3,10,nt,nt,-7,nt
COc1ccc(/C=C(/NC(=O)c2ccco2)C(=O)Nc2cccc(C(=O)O)c2)cc1,-0.2,-0.5,-2,1.1,-6,4,10,-5,-1,19
COCCN(C(=O)CCC(=O)Nc1cc(C)on1)C(C(=O)NC1CCCC1)c1ccccc1C (stereo unspecified),-0.3,-0.4,6,0.5,-3,-18,3,0,11,-18
COc1ccc(NC(=O)c2sccc2-n2cccc2)cc1,i,1.1,-2,3.1,-3,2,-11,3,9,13
CC1CCC(C(C)C)C(OC(=O)CSc2nc(N)cc(=O)[nH]2)C1 (stereo unspecified),-4.2,-0.7,1,2.3,-1,2,1,12,17,32
CC(NCc1cccnc1)c1ccccc1 (stereo unspecified),-0.4,0.2,-1,0.4,-6,4,-2,0,-2,5
CCN1C(=O)c2cccc3c(S(=O)(=O)Nc4c(C)n(C)n(-c5ccccc5)c4=O)ccc1c23,-0.4,-2.0,1,nt,0,3,-4,-16,0,-1
# Next section.
SMILES,Vc quorum ag,PfHsp40 rescue,SARS 3CLpro inh,TcdB inh,Anthrax LF prot,MazEF act,Rv3671c inh,PriA SSB inh,Y pestis TopoI,VHR inh abs
O=C(c1nn2c(C(F)(F)F)cc(-c3ccccc3)nc2c1Cl)N1CCOCC1,-0.1,-0.8,0,nt,-4,2,4,-6,-1,24
O=C(NC1CCN(Cc2ccccc2)CC1)c1cccc(S(=O)(=O)Nc2ccc(Br)cc2)c1,i,-0.3,nt,-1.5,-13,-7,-6,13,2,nt
CCOC(=O)/C=C1\NC(C)(C)Cc2cc(OC)c(O)cc21,i,-0.6,-3,nt,-3,-4,-6,nt,2,24
Cc1ccc(-n2c(SCC(=O)NCc3ccco3)nc3nc4c(cc3c2=O)COC(C)(C)C4)cc1,-2.6,-0.6,-1,nt,5,4,nt,-13,-8,-6
CCC(=O)Nc1ccc(Cl)c(NC(=O)c2ccc(Br)o2)c1,i,0.4,1,nt,-5,1,-8,-18,0,3
O=C(CN1C(=O)C2CC=C(Cl)CC2C1=O)N1CCOCC1 (stereo unspecified),i,0.4,0,nt,-6,-3,1,-14,-6,0
O=C(O)c1cccc(S(=O)(=O)N(Cc2ccccc2)c2ccc(Cl)cc2)c1,0.1,7.7,5,0.3,26,1,-4,3,5,nt
COC(=O)c1ccc(COc2ccc(C)c(C)c2)o1,-0.5,-0.5,1,-0.5,6,1,-11,-12,5,17
C=C(C)CSc1nnc([C@@H](N)Cc2ccccc2)o1,-0.7,-0.1,-3,1.4,-40,4,4,-2,16,25
Nc1nn2c(C(F)(F)F)cc(=O)[nH]c2c1N=Nc1cccc(F)c1,1.5,1.6,3,nt,-9,-1,3,-3,-3,10
O=C(Cc1ccccc1)Nc1ncccc1Cl,i,nt,nt,4.0,-4,-6,-2,-2,11,nt
COc1cccc(C(=O)NC2CCNCC2)c1,i,-1.3,-3,-0.5,nt,-20,7,0,-7,22
Cc1ccc(N=C2SCCCN2C(=O)C2=COCCO2)cc1Cl,i,1.2,nt,0.5,-6,6,-2,-16,18,nt
COc1ccc(Br)cc1/C=N/n1c(C)nc2ccccc2c1=O,-1.5,-1.5,0,1.0,-4,-8,nt,nt,-1,58*
Cc1ccccc1OCc1nc(-c2ccc(NC(=O)c3cccs3)cc2)no1,-0.6,0.3,7,nt,1,-21,-20,-10,-11,4
Cc1cc(C(=O)CN2CCC(C)CC2)c(C)n1-c1ccc(F)cc1,-0.1,2.5,-2,0.1,1,4,1,1,-1,-21
O=C1C(=O)N(c2nccs2)C(c2ccccc2)/C1=C(\O)c1ccc2c(c1)OCCO2 (stereo unspecified),-2.5,-0.3,0,nt,nt,nt,-10,nt,-1,-35
COc1cccc(CC(=O)OCC(=O)NCc2ccc3c(c2)OCO3)c1,i,-1.2,nt,1.2,-7,-9,5,-2,9,nt
CC(=O)c1ccc(N(C(=O)c2ccco2)C(C(=O)NC2CCCC2)c2cccs2)cc1 (stereo unspecified),-2.3,-0.2,4,1.1,-12,-1,-2,-1,-1,-11
COC(=O)/C(C#N)=C/c1c[nH]c2ccccc12,i,3.3,0,1.3,-2,-3,3,5,0,-10
CCCCNC(=O)c1onc(CSc2ccccc2F)c1C(=O)O,i,-0.6,2,3.1,8,1,4,-13,4,21
O=c1c2[nH]cnc2n(-c2cccc(F)c2)c(=O)n1Cc1ccccc1,-0.5,-1.3,3,0.4,5,2,-2,-10,-4,31
CC(C)CCn1c2ccccc2c2cc(CC(N)=O)ccc21,0.9,1.8,5,-1.0,-3,-22,-7,4,0,14
O=C(c1cc(=O)[nH]c2ccccc12)N1CCN(S(=O)(=O)c2ccc(Cl)cc2)CC1,-6.2,0.1,nt,2.3,-4,5,0,1,-2,nt
CCCCCNC(=O)C1CC=CCC1C(=O)O (stereo unspecified),0.3,0.3,1,nt,-6,16,-1,-16,-10,0
# The results go on.
SMILES,Vc quorum ag,PfHsp40 rescue,SARS 3CLpro inh,TcdB inh,Anthrax LF prot,MazEF act,Rv3671c inh,PriA SSB inh,Y pestis TopoI,VHR inh abs
O=C(Nc1ccc2c(c1)oc1ccccc12)N1CCOCC1,-0.3,-0.6,1,nt,-6,2,13,-16,-4,7
O=C(C[N+]12CCC(CC1)C(C(O)(c1ccccc1)c1ccccc1)C2)c1ccc(Br)cc1 (stereo unspecified),-0.7,0.0,2,0.7,3,25,-2,-8,7,13
Cc1cccc(C)c1NC(=O)Cc1cccs1,-0.5,-0.9,-3,1.6,2,4,1,-7,1,-7
Cc1cccc(-c2nc(-c3ccncc3)no2)c1,0.8,0.9,0,0.6,-9,1,-12,6,2,-1
Nc1ccc(C(=O)c2ccccc2C(=O)O)cc1Cl,-2.5,0.3,-4,-1.3,-2,4,-6,-12,8,11
COc1ccc(CCN(C)C(=O)c2oc3ccccc3c2C)cc1OC,i,1.3,nt,-0.5,-4,2,2,-9,19,nt
CCOC(=O)c1cc(-c2ccccc2)n(CCC(=O)N2CCN(c3ccc(OC)cc3)CC2)c1C,-1.0,2.1,2,nt,-14,-2,4,48,23,-4
Cc1nc2ccc(S(=O)(=O)N(C)CC(=O)NCc3ccc(N(C)C)cc3)cc2s1,-0.3,-0.5,-1,1.5,-2,-13,6,6,14,29
Cc1ccccc1Nc1nc(N)nc(COC(=O)CCS(=O)(=O)c2ccc(Cl)cc2)n1,i,0.3,nt,0.6,?,4,nt,4,26,nt
CCCCN(C)C(=O)C1CCN(Cc2ccccn2)CC1,-0.2,-0.2,2,0.0,-5,9,-5,-13,9,-12
CCc1nc2c(OCc3ccc(C(F)(F)F)cc3)cccn2c1N(C)C(=O)c1ccc(C)cc1,i,nt,nt,-0.4,-2,nt,nt,nt,34,nt
CCCOc1ccc(OCCCCNC(C)CC)cc1 (stereo unspecified),i,0.5,-2,nt,1,3,6,4,-5,6
CC(c1n[nH]c(=S)n1-c1ccccc1)N1CCCCC1 (stereo unspecified),-0.2,-0.4,6,1.7,-4,13,-1,0,5,-5
COc1ccc(/C=C/C(=O)c2ccc(OC)cc2OC)cc1,-0.3,-0.5,6,1.4,-1,-8,1,0,20,-6
COc1ccc(C)cc1NC(=O)C1CCN(S(=O)(=O)c2ccc3c(c2)C(C)(C)C(=O)N3C)CC1,-0.2,-0.7,3,-0.4,-3,13,-1,2,20,6
O=C(CN1CCN(Cc2ccccc2)CC1)NCC1COc2ccccc2O1 (stereo unspecified),-2.6,-0.8,-4,1.2,-2,0,0,-4,18,22
Clc1ccccc1C1=CC(c2ccco2)n2nnnc2N1 (stereo unspecified),-0.8,0.8,5,-3.8,0,6,4,6,17,22
CC1Sc2ccc(S(=O)(=O)CCC(=O)N3CCc4ccccc43)cc2NC1=O (stereo unspecified),i,0.8,1,0.6,-2,7,-6,2,15,1
Cn1c(=O)[nH]c(=O)c2c1nc(OC(=O)c1ccccc1)n2CC(O)COc1ccccc1 (stereo unspecified),i,1.1,-5,nt,-2,1,1,-27,5,-2
CCOC(=O)c1cnc2c(Cl)cc(Cl)cc2c1NCCCN1CCOCC1,0.0,-0.1,-5,1.3,14,-6,13,-3,22,18
